# GCN5L2 inh – qHTS Assay for Inhibitors of GCN5L2; 0.21% of 390,000 active; Histone acetyltransferase KAT2A (Homo sapiens), Q92830; AID 504327, 2011; Potency, µM (titrated, usually from 58.9 µM), for the others: top-dose activity change, negative = inhibition, usual class: inhibitors; GCN5L2 HAT assay, ThioGlo1 CoA-SH fluorescence
# Target sequence (Q92830 whole entry, looked up): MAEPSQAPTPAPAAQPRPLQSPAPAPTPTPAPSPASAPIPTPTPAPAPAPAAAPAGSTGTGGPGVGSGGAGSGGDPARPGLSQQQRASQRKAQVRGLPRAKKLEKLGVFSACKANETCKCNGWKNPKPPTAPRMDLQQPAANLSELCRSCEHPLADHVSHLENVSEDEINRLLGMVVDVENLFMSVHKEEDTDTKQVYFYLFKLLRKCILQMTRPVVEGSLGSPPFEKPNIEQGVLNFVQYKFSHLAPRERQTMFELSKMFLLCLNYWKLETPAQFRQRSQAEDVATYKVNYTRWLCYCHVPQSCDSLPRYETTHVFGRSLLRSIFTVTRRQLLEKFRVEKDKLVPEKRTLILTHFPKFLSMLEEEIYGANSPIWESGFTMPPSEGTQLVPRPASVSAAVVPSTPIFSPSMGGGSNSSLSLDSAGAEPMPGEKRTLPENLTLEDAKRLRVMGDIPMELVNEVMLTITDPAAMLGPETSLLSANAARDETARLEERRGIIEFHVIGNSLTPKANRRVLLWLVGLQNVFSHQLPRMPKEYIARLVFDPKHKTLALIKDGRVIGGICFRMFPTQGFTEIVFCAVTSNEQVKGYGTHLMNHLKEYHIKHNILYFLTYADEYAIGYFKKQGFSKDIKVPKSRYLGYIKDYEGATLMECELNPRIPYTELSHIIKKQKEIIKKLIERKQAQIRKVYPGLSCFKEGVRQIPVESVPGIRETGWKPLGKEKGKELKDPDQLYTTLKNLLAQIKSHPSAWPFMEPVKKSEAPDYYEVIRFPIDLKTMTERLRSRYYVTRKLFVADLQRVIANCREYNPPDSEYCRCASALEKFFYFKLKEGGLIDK
#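 Preincubate 20nM GCN5L2 with compound 15 min, RT → add 50uM ThioGlo1 + 75uM H3(1-25) + 70uM acetyl-CoA → read fluorescence 0 and 20 min. Primary qHTS; fluorescent artifacts likely.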
# TDP1 cell noCPT – qHTS for Inhibitors of human tyrosyl-DNA phosphodiesterase 1 (TDP1): qHTS in cells in absence of CPT | DT40 Tdp1-/- hTDP1 cells, no CPT, ATP luminescence, 48 h | Potency, µM (top dose mostly 46.2 µM), for the others: at the highest dose activity change, negative = growth inhibition, actives largely listed as inhibitors | 15% of 420,000 active | AID 686978, 2013; also: nearly all actives have a fitted effect of over 55% in size
#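 No-CPT arm: Tdp1-/-;hTDP1 DT40 cells (400/well) plus compounds, incubated ≥48 hr at 37 °C. Readout CellTiter-Glo luminescence.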
# DT40 TDP1 CPT – qHTS for Inhibitors of human tyrosyl-DNA phosphodiesterase 1 (TDP1): qHTS in cells in presence of CPT | chicken DT40 Tdp1-/-;hTDP1 cells + 20 nM CPT, ATP luminescence, 48 h | Potency, µM (titrated, usually from 46.2 µM), for the others: at the highest dose activity change, negative = growth inhibition, most hits filed as inhibitors | 12% of 420,000 active | AID 686979, 2013; also: nearly all actives have a fitted effect of over 55% in size
#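 Cell growth measured by CellTiter-Glo luminescence after a minimum 48 h, 37 C compound exposure with 20 nM CPT in Tdp1-knockout DT40 cells stably expressing hTDP1, seeded 400/well; qHTS titration format.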
# * marks the source's active call; other numbers are inactive results; ? = inconclusive; / = no result given; [ ] = another dose, or the depositor's remark. Calls follow the shape of the dose curve; as a rule, active = well fitted curve in the direction sought with a large enough effect; inconclusive = small, poorly fitted or top-dose-only effect, or another doubt; inactive = no such curve, though single readings can be large; an effect the other way counts as inactive or inconclusive. % is scaled to controls: 0 for no effect and ±100 for the full control effect; potency is read from the fitted curve at half-maximal effect. An excerpt; count on the stated rates, not on these rows.
# Under each structure: GCN5L2 inh	TDP1 cell noCPT	DT40 TDP1 CPT
1. CCOc1cc(/C=C2/SC(=Nc3ccccc3)N(Cc3cccnc3)C2=O)ccc1OCC#N
  -18%	23µM*	16µM*
2. Cc1ccc2c(c1)C(=O)C(=O)N2Cc1ccc(C(F)(F)F)cc1
  -2%	1µM*	0.92µM*
3. O=C1/C(=C/N(C(=O)c2ccco2)c2ccc(Br)cc2)Sc2ccccc21
  -3%	15µM*	?
4. O=C(Oc1ccccc1)c1ccc2nccnc2c1
  -15%	3%	4%
5. NC(=O)CC(NC(=O)c1ccccc1)c1ccc(N2CCN(c3ccc(F)cc3)CC2)c([N+](=O)[O-])c1 (centres undefined)
  -4%	8.2µM*	18µM*
6. CCOC(=O)[C@]12CCC=C1N(CCC1=CCCCC1)C(=O)[C@H](CC(=O)N1CCCCC1)C2
  /	13µM*	18µM*
7. CCn1c(COc2cccc(C)c2)nnc1SCC(=O)Nc1cccc(C(=O)O)c1
  -12%	-2%	8%
8. COc1cc(C(=O)NCc2nnc(SCC(=O)NC3CCCC3)o2)cc(OC)c1OC
  -6%	5%	9%
9. COc1ccc(Cl)cc1NC(=O)CCCC(=O)c1ccccc1
  16%	?	21µM*
10. COc1ccc(/C=C/c2cc(=O)c3cc(Cl)ccc3o2)cc1
  -15%	21µM*	?
11. O=C1NC(=O)/C(=C\c2ccc(O)cc2O)S1
  -14%	?	-23%
12. COC(=O)C1=CN(Cc2ccc(F)cc2)C=C(C(=O)OC)C1c1ccc(O)c(OC)c1
  -13%	?	?
13. Cc1ccccc1-n1nc(C(=O)O)cc1-c1ccccc1
  2%	-11%	-1%
14. Cc1cc(OCC(C)C)ccc1/C(O)=C1/C(=O)C(=O)N(Cc2cccnc2)C1c1ccncc1 (centres undefined)
  -5%	?	-6%
15. CCc1ccc(/C=C/C(=O)c2c(C)cc(C)[nH]c2=O)cc1
  -9%	16µM*	16µM*
16. CC(COC(=O)c1ccccc1)(COC(=O)c1ccccc1)/[N+]([O-])=C/c1ccccc1
  -10%	-14%	-19%
17. COc1ccc(C(=O)N/N=C/c2ccc(OC)c(COc3ccc(F)cc3F)c2)cc1
  -9%	18µM*	?
18. COc1ccnc(N=CNOCc2ccc(Cl)cc2)c1C#N
  -8%	6%	6%
19. COc1ccc(NC(=O)c2oc3ccccc3c2NC(=O)C(C)(C)C)cc1
  -18%	?	?
20. O=C(NC1CC(=O)N(c2ccc(F)cc2)C1)c1ccc(S(=O)(=O)N2CCOCC2)cc1 (centres undefined)
  4%	-20%	-7%
21. COc1cc(OC)c2c(OC)cccc2n1
  -1%	-1%	26%
22. O=C(Nc1ncc(Cl)cn1)c1cccs1
  -4%	-20%	-1%
23. COc1ccc2c(c1)c(CC(=O)OC(C)C(=O)N(C)C)c(C)n2C(=O)c1ccc(Cl)cc1 (centres undefined)
  -7%	15µM*	21µM*
24. O=C(O)C1CC=CCC1C(=O)NCCc1csc(-c2ccccc2)n1 (centres undefined)
  1%	0%	8%
25. COc1ccc(NC(=O)CN(C)C(=O)C2CC(=O)N(CCc3ccc(OC)c(OC)c3)C2)cc1 (centres undefined)
  /	-8%	?
26. COC(=O)C1=CN(Cc2ccc(OC)c(OC)c2)C=C(C(=O)OC)C1c1cccc(O)c1
  -5%	?	?
27. Cc1cccc(C(=O)NCC(=O)OCC(=O)NC2CCCCC2)c1
  -1%	-10%	-9%
28. Cc1cc([N+](=O)[O-])nn1Cc1c(F)c(F)c(F)c(F)c1F
  -6%	-6%	-14%
29. CC(=O)NC(CCS(C)(=O)=O)C(=O)Nc1ccccc1Cl (centres undefined)
  -6%	-10%	-10%
30. Nn1c(SCC(=O)Nc2ccccc2F)nc2ccccc2c1=O
  -3%	?	-25%

# A second format for 2 compounds above:
nr	SMILES	GCN5L2 inh	TDP1 cell noCPT	DT40 TDP1 CPT
16	CC(COC(=O)c1ccccc1)(COC(=O)c1ccccc1)/[N+]([O-])=C/c1ccccc1	-10%	-14%	-19%
17	COc1ccc(C(=O)N/N=C/c2ccc(OC)c(COc3ccc(F)cc3F)c2)cc1	-9%	18µM*	?

# (cont.)
# Under each structure: GCN5L2 inh	TDP1 cell noCPT	DT40 TDP1 CPT
31. N#Cc1cccc(C=C(C(=O)c2ccccc2)c2ccccc2)c1
  /	19µM*	12µM*
32. CCOc1cccc(-c2c(C(=O)N/N=C/c3ccc(C)s3)nnn2-c2nonc2N)c1
  -11%	-20%	-17%
33. COCCNC(=O)CSc1ccc(-c2nc3ccccc3[nH]2)cn1
  -1%	8%	-14%
34. O=C(CN1CCCC1c1cccs1)Nc1cccc(S(=O)(=O)N2CCCC2)c1 (centres undefined)
  -5%	?	15µM*
35. CCCCN(C)C(=O)Cn1ncc2c3ccccc3n(CCC)c2c1=O
  1%	?	?
36. CCOc1ccc(NC(=O)N(C2CCCCC2)C(C)c2cccnc2)cc1 (centres undefined)
  -6%	-21%	-14%
37. CC1CCC(C(C)C)C(OCC(O)CN2CCCC(C)C2)C1 (centres undefined)
  -5%	?	?
38. Cc1cc(-c2ccc(S(=O)(=O)N(C)c3ccc(C)c(C)c3)s2)on1
  -13%	4.1µM*	3.3µM*
39. O=[N+]([O-])c1cccc(-c2nc3ccc([N+](=O)[O-])cc3[nH]2)c1
  -8%	21µM*	10µM*
40. COc1cccc(OCCCOc2ccc([N+](=O)[O-])cc2Cl)c1
  -13%	-10%	-5%
41. COc1cc(-c2nc3nc(C)cc(C)n3c2Nc2ccc(Cl)cc2)ccc1O
  -6%	?	?
42. Cc1cc(NC(=O)CCc2ccc(S(=O)(=O)N3CCOCC3)cc2)n(-c2ccccc2)n1
  -5%	8.2µM*	12µM*
43. COC(=O)c1cc(NC(=O)c2cccc(F)c2)cc(C(=O)OC)c1
  -7%	?	9%
44. O=C(CN1CCN(Cc2ccccc2Cl)C1=O)NCC1CCCO1 (centres undefined)
  -2%	27%	-2%
45. COc1ccc(-c2cc(C(F)(F)F)n3nc(C(=O)Nc4cccc(C(F)(F)F)c4)c(Br)c3n2)cc1
  -8%	?	13µM*

# Nos. 43 to 45 from above:
# Under each structure: GCN5L2 inh	TDP1 cell noCPT	DT40 TDP1 CPT
43. COC(=O)c1cc(NC(=O)c2cccc(F)c2)cc(C(=O)OC)c1
  -7%	?	9%
44. O=C(CN1CCN(Cc2ccccc2Cl)C1=O)NCC1CCCO1 (centres undefined)
  -2%	27%	-2%
45. COc1ccc(-c2cc(C(F)(F)F)n3nc(C(=O)Nc4cccc(C(F)(F)F)c4)c(Br)c3n2)cc1
  -8%	?	13µM*

# Some entries already given, reduced to TDP1 cell noCPT and GCN5L2 inh:
No. | Molecule | TDP1 cell noCPT | GCN5L2 inh
43 | COC(=O)c1cc(NC(=O)c2cccc(F)c2)cc(C(=O)OC)c1 | ? | -7%
31 | N#Cc1cccc(C=C(C(=O)c2ccccc2)c2ccccc2)c1 | 19µM* | /
42 | Cc1cc(NC(=O)CCc2ccc(S(=O)(=O)N3CCOCC3)cc2)n(-c2ccccc2)n1 | 8.2µM* | -5%

# Next section
# Under each structure: GCN5L2 inh	TDP1 cell noCPT	DT40 TDP1 CPT
46. CCS(=O)(=O)c1ccc(O)c(NC(=O)CC2(CC(=O)O)CCCC2)c1
  -14%	-10%	1%
47. Cc1c(CCC(=O)O)c(=O)oc2cc3occ(C(C)(C)C)c3cc12
  -11%	-25%	-23%
48. CCC1Cc2[nH][nH]c(=O)c2C(CC)O1 (centres undefined)
  /	-17%	-8%
49. CCOC(=O)/C(=C/C1=CC(=C/N(C)C)/C(=O)O1)C(C)=O
  -7%	-8%	9%
50. Cc1ccc(-c2nc(CS(=O)(=O)CC(=O)Nc3cc(F)ccc3F)c(C)o2)cc1
  -20%	?	-18%
51. CCCCCOc1ccc(C(=O)CCC(=O)N2CCCC2)cc1
  -7%	?	-13%
52. Cc1oc(-c2ccccc2NC(=O)C2CCC2)nc1CNC(=O)c1ccc2ccccc2c1
  /	-9%	2%[9.04 µM]
53. CCCCNC(=O)Cc1coc2ccc3ccccc3c12
  -6%	?	?
54. CCn1c(NC(=O)/C=C/c2ccc(F)cc2)nc2ccccc21
  -2%	23µM*	?
55. COc1ccc(C(CNC(=O)c2cc(=O)[nH]c3ccccc23)N2CCCC2)cc1 (centres undefined)
  -1%	-12%	-14%
56. CCOC(=O)C1=C(C)N(CCO)C(=O)NC1c1cccc(O)c1 (centres undefined)
  -5%	-14%	15%
57. O=C(N/N=C/c1ccccc1[N+](=O)[O-])c1cccs1
  -2%	-14%	8%
58. CCOC(=O)N1CCN(C(=O)C(CC)c2ccccc2)CC1 (centres undefined)
  -2%	-13%	0%
59. O=C1c2ccccc2C(=O)N1CC(O)COc1cccc2ccccc12 (centres undefined)
  /	-20%	-10%
60. COc1ccc(NC(=O)CSC2=Nc3ccccc3C3=NC(CCC(=O)NCc4cccs4)C(=O)N23)cc1 (centres undefined)
  -11%	?	?
61. C=CCN1c2ccccc2[C@]23C[C@@H](C(=O)OC)N(C(=O)c4ccco4)C2=NC(C(=O)OC)=C(C(=O)OC)[C@H]13
  -11%	?	?
62. O=C1NC(=O)/C(=C\c2ccc(Oc3cnccn3)cc2)S1
  -5%	-10%	-29%
63. Brc1ccc(OCc2nnnn2-c2ccccc2)cc1
  -11%	?	0%
64. COc1ccc(OC)c(NC(=O)CN2CCc3ccccc3C2)c1
  -8%	?	?
65. Cc1cc(CNC(=O)Cn2cc([N+](=O)[O-])cn2)c2ccccc2n1
  -1%	?	?
66. Cc1cc(C)c(C)c(S(=O)(=O)N2CCC(C(=O)NCC(c3ccccc3)N(C)C)CC2)c1C (centres undefined)
  -2%	?	-1%
67. O=C(NCc1ccco1)c1ccc(S(=O)(=O)N2CCCCC2)cc1
  -1%	?	-40%
68. CC1(C(=O)NC2CCCCC2)CCC(=O)N1Cc1cccs1 (centres undefined)
  1%	-4%	3%
69. CC1(C)Oc2ccc(C(=O)N3CCOCC3)cc2N(CC(=O)N2CCOCC2)C1=O
  -3%	6%	-23%
70. O=C(c1ccc(Cl)cc1)c1c[nH]c(C(=O)NNc2ccccc2)c1
  -8%	0%	10%
71. COCCN1CCN(C(=O)C2CCC(=O)N(CCc3ccc(Cl)cc3)C2)CC1 (centres undefined)
  -10%	-3%	?
72. Cc1ccc(-c2cc(C(=O)OCC(=O)c3ccccc3)c3cccc(Cl)c3n2)cc1
  -8%	6.5µM*	?
73. CCNC(=S)NNC(=O)c1ccoc1C
  -8%	-4%	3%
74. Cc1c(Br)c([N+](=O)[O-])nn1CC(=O)NCc1cccnc1
  0%	-8%	-2%
75. Cc1cccc(Nc2ncnc3nc[nH]c23)c1C
  -3%	-16%	-14%
76. CCCN1C(=O)/C(=C/c2c(NCCCOCC)nc3c(C)cccn3c2=O)SC1=S
  0%	?	?
77. O=C(N1CCOCC1)N(CCN1CCOCC1)Cc1cccc(Cl)c1
  /	-1%	24%
78. O=C(Cc1cccs1)Nc1cccc(-c2nc3cc4ccccc4cc3[nH]2)c1
  -12%	13µM*	26µM*
79. Cc1ccc(C(=O)N/C(=C/c2ccc(-c3cccc([N+](=O)[O-])c3)o2)C(=O)NC(C)C)cc1
  -2%	?	?
80. CCOC(=O)C1CCN(C(=O)CS(=O)Cc2nc(-c3ccc(C)cc3)oc2C)CC1 (centres undefined)
  -5%	?	-26%
81. CCn1c(SCC(=O)N2c3ccccc3Sc3ccccc32)nc2c1c(=O)n(C)c(=O)n2C
  -3%	?	?
82. COc1ccc(CNC(=S)Nc2cccc(Cl)c2)cc1
  /	?	?
83. COCCN(C(=S)Nc1ccccc1C)C(C)c1cccs1 (centres undefined)
  3%	?	?
84. CC(CCc1ccccc1)NC(=O)C(=O)c1c[nH]c2ccccc12 (centres undefined)
  -6%	?	-30%
85. S=C1Nc2cc(Cl)ccc2Sc2ccccc21
  0%	8%	11%
86. O=C(COC(=O)CNC(=O)c1ccc2c(c1)OCO2)Nc1ncc(Cl)cc1Cl
  -3%	10%	8%
87. Cc1ccc(CNC(=O)CCS(=O)(=O)c2ccc(C)cc2)cc1
  -4%	10%	-1%
88. COc1ccccc1C1CN(Cc2ccccc2O)Cc2ccccc2O1 (centres undefined)
  /	-22%	-3%[9.04 µM]
89. O=C(CSc1nnc(-c2cccs2)o1)N1CCCc2ccccc21
  -1%	-24%	-4%
90. O=c1cc(-c2ccccc2)c2ccc(O)c(CN3CCCCC3)c2o1
  1%	-13%	-9%
91. Cc1c(Cl)cnc(NC(=O)COC(=O)c2nn(C)c(=O)c3ccccc23)c1Cl
  -4%	0%	-1%
92. CCNS(=O)(=O)c1ccc(NC(=O)c2ccccc2SCCOC)cc1
  -1%	-3%	4%
93. CCOC(=O)c1ccc(NC(=O)c2cccc(S(=O)(=O)N3c4ccccc4CC3C)c2)s1 (centres undefined)
  -8%	6.5µM*	16µM*
94. CC1=NN(c2ccccc2)C(=O)/C1=C\c1ccc(Br)s1
  0%	?	?

# Source: PubChem (National Center for Advancing Translational Sciences (NCATS))
